# Screening results deposited in PubChem BioAssay by several laboratories.
# Insulin prom inh = inhibitors of insulin promoter-driven GFP, primary screen, imaging, TRM-6 cells (human fetal islet line), eGFP reporter, cell count; inhibition, % at 2 µM; AID 1273, 2008; 0.9% of 130,000 active; reporter expression induced with tamoxifen;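 active = inhibition above the mean plus 3 SD, with well images judged a real hit on visual review, cut at about 60% in these data, passing the limit was not always enough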
# sdo1 growth = growth rescue of sdo1-depleted yeast, primary screen, S. cerevisiae, bone marrow failure model; S. cerevisiae sdo1-depleted JHY4D growth rescue, OD600 30 h; hits give high values; pdr5 snq2 efflux-pump mutant strain; AID 817, 2007; z-score at 10 µM; 0.21% of 140,000 active;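 active = z-score above 3 at both the 24 hr and the 30 hr optical density reads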;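 note: z-score against mean and SD of all compound wells on the same plate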
# sdo1 growth Rescue 24 h = second read-out of sdo1 growth, no call of its own (marks repeat the call); z-score; S. cerevisiae sdo1-depleted JHY4D growth rescue, OD600; measured here: growth rescue at 24 h;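 0 is the plate mean of compound wells and units are plate SD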
# An asterisk follows results filed as active; . = not tested or not shown.
SMILES,Insulin prom inh,sdo1 growth,sdo1 growth Rescue 24 h
CC(=O)c1ccc(NC(=O)N[C@@H](Cc2ccccc2)C(=O)O)cc1,.,0.33,-0.42
O=C(c1cc(S(=O)(=O)N2CCOCC2)ccc1F)N1CCN(Cc2ccccc2)CC1,23.1,0.27,-0.22
Cc1ccc(NC(=O)c2ccc(OC(=O)c3ccco3)cc2)cc1,-1.3,0.99,0.29
COc1ccc(C)cc1NC(=O)CSc1ccc(Cl)cc1,5.6,-1.07,-2.05
O=C1CN(C(=O)COc2ccc(Br)cc2Br)c2ccccc2N1,14.3,.,.
O=C(CCNC(=O)c1ccccc1)Nc1ccc(F)c(Cl)c1,-6.1,0.04,-0.43
C=CCn1c(SCC(=O)N2CCCC2)nc2scc(-c3cccs3)c2c1=O,.,-0.83,-1.29
CC(C)(C)NC(=O)C(c1ccc(F)cc1)N(Cc1ccco1)C(=O)Cn1nnc(-c2cccs2)n1 (stereo not given),-26.7,-0.85,-1.3
C=CCNc1nc(Nc2ccc(OC)cc2OC)nc(OCC)n1,17.6,-0.1,-0.03
Cc1nc(=O)c(-c2ccccc2)c(C)n1Cc1ccccc1,4.3,0.65,0.12
CN(C)c1ncc(S(=O)(=O)c2ccccc2)c(N)n1,33.3,.,.
CCc1nc2ccccc2c(C(=O)Oc2ccc(C(=O)OC)cc2)c1C,.,0.77,1.05
O=C(CCCn1c(=O)[nH]c2ccccc2c1=O)N1CCN(c2ccccn2)CC1,45.0,1.45,1.09
COc1ccccc1N1CCN(/N=C/c2ccc(O)c(O)c2)CC1,-26.7,.,.
CN(C)c1ccc(-n2cccc2/C=C/[N+](=O)[O-])cc1,23.1,.,.
CNCc1ccccc1Sc1ccc(OC)cc1,.,0.31,0.34
CCCc1nn(C)c(C(=O)Nc2ccc(CC)cc2)c1Cl,.,-0.53,-0.18
COc1ccc(NS(=O)(=O)c2ccc(NC(=O)c3ccccc3Br)cc2)nn1,14.3,.,.
COC(=O)c1ccc(NS(=O)(=O)c2ccc(Cl)cc2)o1,61.5,.,.
CC(=O)NC(NC(C)=O)c1cccc(OCc2ccccc2)c1,-7.7,0.7,0.2
O=C(COc1ccccc1)N(Cc1cc2ccccc2[nH]c1=O)CC1CCCO1 (stereo not given),3.2,-0.38,-0.93
CN(Cc1ccccc1NC(=O)c1ccc(S(=O)(=O)N(C)C)cc1)C1CCCCC1,-107.1,.,.
CCC(C)[C@H](NC(=O)OC(C)(C)C)C(=O)N/N=C/c1ccc2nccnc2c1 (stereo not given in full),-460.0,-0.25,-0.5
Cc1cc(Cl)ccc1Oc1nc(-c2ccc(F)cc2)ccc1C#N,.,-0.71,0.8
CCN1CCN(C(=S)NCC(C)C)CC1,.,0.42,-0.66
Cc1ccc(Cl)cc1N1CCN(C(=O)C2CCCN(S(=O)(=O)c3cnc[nH]3)C2)CC1 (stereo not given),.,1.16,0.68
COc1ccc(NC(=S)N(CCN(C)C)C(C)c2ccco2)cc1Cl (stereo not given),13.2,0.25,-0.03
Cc1ccc2nc(C)cc(NCCO)c2c1,27.3,-0.24,-0.41
COc1cccc(C(C)NC(=O)Nc2cc(Cl)ccc2OC)c1 (stereo not given),-15.8,.,.
O=C(Nc1ccc(Cl)cc1)N1CCC(c2nc(-c3ccccc3Cl)no2)CC1,-14.3,-1.48,-0.32
CNC(=O)COc1ccccc1C(=O)Nc1ccc2c(c1)oc1ccccc12,0.0,-0.18,1.32
COCCn1nnnc1CN1CCN2CCCC2C1 (stereo not given),42.9,0.33,-0.21
COC(=O)c1c(C(=O)OC)c2n(c1C)CCC2,-17.2,-0.63,-0.72
COc1cc(C2CC(=O)C=C(O)C2)cc(OC)c1OC (stereo not given),2.6,-0.79,-1.58
CCN(C(=O)COC(=O)CNC(=O)c1ccc(C)s1)c1ccccc1,-13.3,.,.
CCOC(=O)C(=O)CC(=O)c1ccc2c(c1)OCCO2,29.4,.,.
CCC(NC(=O)Nc1nnc(C(F)(F)F)s1)(C(F)(F)F)C(F)(F)F,.,-1.57,-1.1
Cc1ccccc1NC(=O)/C=C/c1ccc([N+](=O)[O-])s1,.,-1.5,-1.33
O=C1CC(C(=O)Nc2ccc(F)cc2)S/C(=N\N=C\c2ccco2)N1 (stereo not given),10.0,0.5,0.84
C=C(C)COc1ccc(-c2n[nH]c(C)c2-c2ccc(OC)cc2)c(O)c1,34.2,-1.93,-1.45
Cn1c(/N=C/c2cc(Cl)ccc2O)nc2ccccc21,.,0.46,0.75
CC(=O)Oc1ccc(C)cc1N1C(=O)c2ccc(C(=O)O)cc2C1=O,-118.2,0.31,-0.44
CCNC(=O)COC(=O)/C=C/c1cccc([N+](=O)[O-])c1,-25.0,.,.
CCOc1cc(-c2noc(N)c2C(=O)OC)cc(OCC)c1OCC,0.0,-1.24,-0.91
CCOC(=O)CN1CC23C=CC(O2)C(C(=O)NC2CCCC2)C3C1=O (stereo not given),-30.0,-0.08,-0.3
C/C=C/C(=O)OCC(=O)Nc1ccc(OC)c(Cl)c1,43.8,0.99,0.46
CCSc1nnc(CNc2ccc(C)cc2)n1C,21.4,1.61,0.22
O=C1c2ccccc2C(=O)N1c1cccnc1,-2.7,0.47,1.32
COc1ccccc1CNC(=O)C1CCN(Cc2nc(-c3cccc(Cl)c3)oc2C)CC1,.,0.67,1.11
CCN(CC)C(=O)CSc1nc2ccc(NC(=O)CSc3nnc(COc4ccccc4C)n3C)cc2s1,-3.2,0.21,0.25
# (cont.)
SMILES,Insulin prom inh,sdo1 growth,sdo1 growth Rescue 24 h
Cc1cc(C=O)c(C)n1-c1ccc(N2CCOCC2)cc1,-43.8,1.58,2.09
CCN(CC)S(=O)(=O)c1ccc(Cl)c(C(=O)N2CCc3ccccc32)c1,-15.6,-0.44,-0.18
Cc1csc(NC(=O)CCc2c(C)nc3cc(-c4ccc(Cl)cc4)nn3c2C)n1,0.0,-0.55,1.24
CCOc1ccc(Nc2oc(-c3cccs3)nc2C#N)cc1,20.0,-0.98,0.2
CC(=O)Nc1ccccc1OCC(=O)NC(C)c1ccccc1 (stereo not given),.,0.1,-0.13
Cc1cc(C(=O)CSc2nc(N)cc(N)n2)c(C)n1-c1cccc(F)c1,38.5,0.4,-0.05
COc1cccc(-n2c(Cc3cc(=O)[nH]c(=O)[nH]3)nnc2SCC(=O)Nc2ccccc2)c1,.,0.53,0.05
CCNC(=O)COc1ccc(OCc2ccccc2)cc1,-10.5,.,.
O=C(COC(=O)c1cnccn1)c1ccc(OC(=O)c2ccccc2)cc1,-21.6,-0.33,-0.46
COc1ccc2cc(C(c3nnnn3CC3CCCO3)N3CCOCC3)c(=O)[nH]c2c1 (stereo not given),28.1,0.38,0.28

# An excerpt of these results, with tabs:
SMILES	Insulin prom inh	sdo1 growth	sdo1 growth Rescue 24 h
Cc1cc(C(=O)CSc2nc(N)cc(N)n2)c(C)n1-c1cccc(F)c1	38.5	0.4	-0.05
COc1cccc(-n2c(Cc3cc(=O)[nH]c(=O)[nH]3)nnc2SCC(=O)Nc2ccccc2)c1	.	0.53	0.05

# Other structures.
SMILES,Insulin prom inh,sdo1 growth,sdo1 growth Rescue 24 h
Cc1ccc(C)c(NC(=O)CCN2CCOCC2)c1,30.8,-0.15,-0.69
Cc1ccc(S(=O)(=O)CC2CSc3nc4ccccc4n32)cc1 (stereo not given),.,-0.22,-0.99
CC(=O)Nc1sc(-c2ccccc2)nc1-c1ccccc1,64.3,.,.
C=CCc1cccc2cc(C(=O)N3CCN(C(=O)c4ccco4)CC3)c(=O)oc12,-11.1,-0.21,-0.68
CCOc1cc(S(=O)(=O)NCCc2cccc(C)c2)c(OCC)cc1-n1cnnn1,-35.7,0.08,-0.23
COc1ccc(/C=N/NC(=O)c2ccc(=O)n(C)c2)cc1OC,-20.0,.,.
[2H]c1c([2H])c([2H])c(-c2nc(N3CCCCCC3)sc2C(=O)c2ccccc2)c([2H])c1[2H],.,-2.04,-1.93
CC(=O)Nc1ccc(C(=O)NC(CC(=O)O)c2ccc(Cl)cc2)cc1 (stereo not given),3.9,0.79,0.22
CSc1nc(N)nc(SCC(=O)c2ccccc2)c1C#N,.,-1.1,-0.23
Cc1ccc(NC(=O)CCn2nc(C)cc2C)c(C)c1,9.7,-0.59,-0.28
COc1ccccc1CN(Cc1cc2cc3c(cc2[nH]c1=O)OCCO3)Cc1nnnn1Cc1ccco1,-25.7,-0.17,0.18
Cc1ccc2c(c1)nnn2C1CCN(S(=O)(=O)c2ccc(C(=O)NC3CCCC3)cc2)CC1,-15.2,-0.09,-0.46
O=C(Nc1nc2nc(-c3ccccc3)cc(=O)n2[nH]1)c1ccccc1,-31.2,0.8,0.66
Cc1csc(NC(=O)c2cccs2)n1,-15.4,0.4,0.28
COCCCNC(=O)Cn1ncc2ccsc2c1=O,.,-0.06,-1.21
CCCCOc1ccc2ccccc2c1C=O,0.0,-1.39,-1.32
O=C(CN1C(=O)c2ccccc2C1=O)NCC(=O)OCC(=O)c1ccc(Br)cc1,.,-0.03,-0.76
N#C/C(=C\c1ccccc1[N+](=O)[O-])c1nc(C2CC2)cs1,18.8,-2.03,-1.78
CCc1cc2c(N[C@@H](C)C(=O)O)ncnc2s1,.,0.36,-0.41
CCCn1nc2cc(C(=O)NCc3ccc(C)cc3)ccc2c1OC,.,0.37,0.67

# 7 compounds drawn at random from the list so far:
SMILES,Insulin prom inh,sdo1 growth,sdo1 growth Rescue 24 h
CCCCOc1ccc2ccccc2c1C=O,0.0,-1.39,-1.32
O=C(Nc1nc2nc(-c3ccccc3)cc(=O)n2[nH]1)c1ccccc1,-31.2,0.8,0.66
CCc1cc2c(N[C@@H](C)C(=O)O)ncnc2s1,.,0.36,-0.41
COc1ccccc1CN(Cc1cc2cc3c(cc2[nH]c1=O)OCCO3)Cc1nnnn1Cc1ccco1,-25.7,-0.17,0.18
CCCn1nc2cc(C(=O)NCc3ccc(C)cc3)ccc2c1OC,.,0.37,0.67
Cc1ccc2c(c1)nnn2C1CCN(S(=O)(=O)c2ccc(C(=O)NC3CCCC3)cc2)CC1,-15.2,-0.09,-0.46
Cc1csc(NC(=O)c2cccs2)n1,-15.4,0.4,0.28

# New compounds follow:
SMILES,Insulin prom inh,sdo1 growth,sdo1 growth Rescue 24 h
O=C(NNS(=O)(=O)c1ccc2ccccc2c1)c1cccnc1,7.7,0.23,-0.64
Cc1ccc(OCCSc2nc(NC(C)C)nc(NC(C)C)n2)cc1,22.2,-0.8,0.37
CCOC(=O)c1nc(-c2ccc3c(c2)OCO3)[nH]c1C,.,1.97,1.93
Cc1ccc(CNC(=O)C(Cc2ccccc2)NS(=O)(=O)c2cccs2)cc1 (stereo not given),-96.4,-0.42,-0.6
CCCC(=O)N1CCN(Cc2ccc3c(c2)OCO3)CC1,57.1,1.14,0.38
O=C(NC1CCCCC1)C(c1ccco1)N(C(=O)C(F)(F)F)C1CC1 (stereo not given),0.0,0.54,0.47
Cc1cccc(CCNC(=O)C2CCN(S(=O)(=O)c3ccccc3)CC2)c1,-21.4,.,.
COc1ccc(/C=C(/NC(=O)c2ccc(C)cc2)c2nc3ccccc3[nH]2)cc1OC,-21.6,0.09,-0.76
COc1cccc(/C=N/NC(=O)CN2C(=O)NC3NC(=O)NC32)c1 (stereo not given),-6.5,0.68,-0.09
CCOc1ccc(CCNC(=O)c2cc3ccccn3n2)cc1OCC,.,0.5,0.52
COC(=O)c1cc(C(=O)N(Cc2ccccc2)c2ccccn2)cc([N+](=O)[O-])c1,-30.2,-0.07,-0.08
COc1ccc(OC)c(Nc2nc(-c3cccc([N+](=O)[O-])c3)nc3ccccc23)c1,0.0,-0.31,0.67
CN1/C(=C\C(=O)COc2ccc3c(c2)OCO3)C(C)(C)c2ccccc21,-36.4,-1.44,-0.18
CCCCc1n[nH]c2c1/C(=N/O)CC(C)(C)C2,0.0,-0.03,0.42
COC(=O)c1ccc(Cc2ccccc2)o1,92.9*,1.3,1.41
Cc1cc2n(n1)C(c1sccc1C)Nc1ccccc1-2 (stereo not given),.,-0.05,0.09
O=C1C2C3C=CC(O3)C2C(=O)N1CC(O)c1ccccc1 (stereo not given),-27.3,1.55,1.95
Cc1ccc(Nc2ncc3c(n2)CC(c2ccco2)CC3=O)c(C)c1 (stereo not given),6.2,-1.27,-1.05
CCC(c1nnnn1Cc1cccs1)N1CCN(c2nc3ccccc3s2)CC1 (stereo not given),.,-2.44,-1.39
O=C(CN1CCN(C(=O)c2cccc(F)c2)CC1)Nc1ccccc1F,20.9,1.43,1.78
CCc1ccc(C(=O)CN2CCSC2=N)cc1,40.0,-0.07,-0.3
CCCCC(CC)CN1C(=O)/C(=C/c2ccncc2)SC1=S (stereo not given),.,-1.94,-1.26
COc1ccc(CNC(=S)Nc2cc(C)ccc2C)cc1,-18.9,-0.64,-0.8
O=C(COC(=O)C1CC(=O)N(c2ccccc2)C1)c1ccccc1 (stereo not given),.,-0.19,-0.86
O=C(Nc1ccc2c(c1)Cc1ccccc1-2)c1ccco1,-14.3,-1.31,-0.95
CC(C)(C)NC(=O)C(c1ccc(F)cc1)N(Cc1ccccc1Cl)C(=O)c1ccn[nH]1 (stereo not given),-150.0,.,.
COc1ccc(OC)c(/C=N/NC(=O)c2ccc(N(C)S(=O)(=O)c3ccccc3)cc2)c1,27.3,.,.
CC(=O)c1cc(F)c(N2CCN(C(=O)Cc3ccccc3)CC2)cc1C,-18.9,-0.75,-0.44
CCCCNC(=O)CSc1nc2ccccc2n1S(=O)(=O)c1ccc(Br)cc1,6.2,-1.32,-0.28
O=C(Cn1ncc2c(=O)oc3ccccc3c21)N1CCCN(Cc2ccccc2F)C1,-28.6,-0.8,-1.6
CCC(c1nnnn1C(C)(C)CC)N(CCCO)Cc1cc2cc(C)cc(C)c2[nH]c1=O (stereo not given),-42.3,1,1.51
CCN(CC)Cc1c(C(=O)OC)nnn1-c1nonc1N,72.4*,0.41,-0.21
COCc1nnc(NC(=O)C(C)C)s1,41.4,0.9,1.04
